Hsp90 block: tumor Hsp90 inhibitors, primary screen, cell lysate, fluorescence polarization, NCI-N417 lysate; Cy3B-geldanamycin FP displacement; inhibition, % at 30 µM; actives 0.35% (n = 64,000); AID 429, 2006;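 active means inhibition above 50%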;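 further: 0% = tracer plus lysate wells and 100% = tracer alone without lysate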
Fluor 339 460: intrinsic fluorescence of library compounds, ex339/em460 – biochemical, MLSMR library, data from DPM-DC assay, artefact control, profiling panel | compound autofluorescence, ex339/em460 nm, NADH buffer; stronger effect = higher value; 1 = no-compound wells, NADH background | fluorescence fold increase at 10 µM | actives 5.5% (n = 65,000) | AID 709, 2007;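 active means at 10 µM, mean starting fluorescence two-fold or more over control wells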;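 further: signal is the first read of a kinetic run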
DUSP1 inh: MKP-1 phosphatase inhibitors, primary screen, biochemical, in vitro. Dual specificity protein phosphatase 1 (Homo sapiens), P28562. recombinant MKP-1, OMFP hydrolysis fluorescence. inhibition, %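 (compounds tested at a single concentration somewhere between 10 and 100 µM)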. actives 0.15% (n = 65,000). AID 374, 2006;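 active means inhibition above about 50%, limit read from the data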;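 further: 0% = DMSO max control wells and 100% = wells with enzyme stopped by NaOH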
JNK3 inh: JNK3 kinase activity inhibitors, primary screen, biochemical, human, purified enzyme | AID 746, 2007 | inhibition, % at 8 µM | HTS | actives 0.61% (n = 60,000) | Mitogen-activated protein kinase 10 (Homo sapiens), P53779; in the data active means inhibition above about 17%;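 further: 0% = DMSO and 100% = reference inhibitor; many of its hits are not listed in these tables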
Target sequence (P53779 whole entry, looked up): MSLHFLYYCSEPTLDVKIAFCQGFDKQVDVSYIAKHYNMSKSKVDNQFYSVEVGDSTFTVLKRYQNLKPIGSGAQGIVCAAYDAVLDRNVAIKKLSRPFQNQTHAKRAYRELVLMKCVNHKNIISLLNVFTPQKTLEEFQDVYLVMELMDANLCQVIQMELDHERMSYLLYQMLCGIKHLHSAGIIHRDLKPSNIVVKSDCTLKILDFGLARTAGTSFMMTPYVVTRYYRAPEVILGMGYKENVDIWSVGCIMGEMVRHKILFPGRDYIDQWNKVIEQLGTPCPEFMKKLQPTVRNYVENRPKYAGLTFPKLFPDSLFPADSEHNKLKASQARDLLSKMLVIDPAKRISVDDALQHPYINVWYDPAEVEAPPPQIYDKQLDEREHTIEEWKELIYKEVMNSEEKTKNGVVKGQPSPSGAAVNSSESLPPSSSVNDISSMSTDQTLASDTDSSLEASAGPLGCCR
HER2 expr 66K: inhibitors of Her2 protein expression, primary screen, SKBR-3 cells, AlphaScreen, 66K library; Receptor tyrosine-protein kinase erbB-2 (Homo sapiens), P04626; SKBR-3 HER2 protein level, 18-24 h; stronger effect = lower value; HER2 level % of control, % at 10 µM; actives 0.69% (n = 65,000); AID 645, 2007;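 active means HER2 level under 5% of the carrier-only control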;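 further: 100% = DMSO carrier and 0% = 500 nM PU-H71 HSP90 inhibitor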
A340 absorber: compound light absorbance at 340 nm, profiling panel, artefact control, biochemical, MLSMR library, data from PS, PMK, MK assays; compound absorbance at 340 nm, fold over control; fold change at 10 µM; 65,000 tested, under 10 active; AID 708, 2007;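 active means at 10 µM dose, initial 340 nm absorbance at least 2 fold that of control wells; inactive means change under 2 fold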;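 further: initial absorbance extrapolated from kinetic A340 decline of NADH oxidation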
PKA inh: inhibitors of human PKA kinase activity, primary screen, biochemical, ATP-depletion luminescence, Kemptide substrate; inhibition, % at 6 µM; PKA Kemptide phosphorylation, Kinase-Glo ATP luminescence; AID 524, 2006; actives 0.1% (n = 65,000); cAMP-dependent protein kinase catalytic subunit alpha (Homo sapiens), P17612;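 active means inhibition above the screen-wide mean inhibition plus 3 SD, cut at about 21% in these data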; further: many of its hits are not listed in these tables
ROCK2 blocker: inhibitors of human ROCK2 kinase, primary screen, biochemical, high-throughput, luminescence; AID 604, 2007; Rho-associated protein kinase 2 (Homo sapiens), O75116; actives 0.35% (n = 60,000); purified ROCK2, Kinase-Glo ATP depletion luminescence; inhibition, % at 6 µM;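 active means inhibition above the screen-wide mean inhibition plus 3 SD, cut at about 18% in these data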;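 further: plate controls were DMSO wells for no effect and Y-27632 control wells after no-enzyme background subtraction for full effect; many of its hits are not listed in these tables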
Cdc25B inh: inhibitors of Cdc25B phosphatase catalytic domain, primary screen, biochemical, OMFP fluorescence | M-phase inducer phosphatase 2 (Homo sapiens), P30305 | recombinant Cdc25B, OMFP fluorescence Ex485/Em525 | inhibition, %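 (compounds tested at 10 µM final in the well)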 | actives 0.1% (n = 65,000); in the data active means inhibition above about 50%
Target sequence (P30305 whole entry, looked up, the tested form may be a part): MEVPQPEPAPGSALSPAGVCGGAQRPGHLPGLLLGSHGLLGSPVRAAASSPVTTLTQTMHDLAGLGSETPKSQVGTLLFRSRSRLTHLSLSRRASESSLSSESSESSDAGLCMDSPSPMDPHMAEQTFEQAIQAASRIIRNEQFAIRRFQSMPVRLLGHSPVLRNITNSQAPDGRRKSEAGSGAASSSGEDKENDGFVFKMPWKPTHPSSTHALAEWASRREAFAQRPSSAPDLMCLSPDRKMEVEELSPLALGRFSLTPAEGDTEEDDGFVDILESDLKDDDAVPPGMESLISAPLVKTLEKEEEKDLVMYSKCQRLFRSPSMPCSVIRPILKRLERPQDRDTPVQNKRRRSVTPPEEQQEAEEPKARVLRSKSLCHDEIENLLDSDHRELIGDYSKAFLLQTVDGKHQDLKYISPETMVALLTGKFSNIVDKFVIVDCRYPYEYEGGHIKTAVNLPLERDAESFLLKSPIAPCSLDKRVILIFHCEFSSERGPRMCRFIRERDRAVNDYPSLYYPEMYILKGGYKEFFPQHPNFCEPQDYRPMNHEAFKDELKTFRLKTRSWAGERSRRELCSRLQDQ
Active calls of the source: *. An excerpt, so the mix of outcomes need not match the whole.

CN1CCN(S(=O)(=O)c2ccc(NC(=O)c3ccc(Br)s3)cc2)CC1 was read as Hsp90 block -9, Fluor 339 460 1.1, DUSP1 inh 4, JNK3 inh -2, HER2 expr 66K 107, A340 absorber 1, PKA inh 10, ROCK2 blocker 8 and Cdc25B inh -13.
COC(=O)C1=C(C)NC(=O)NC1c1cn(-c2ccccc2)nc1-c1cccs1 (stereo not drawn) was read as Fluor 339 460 1.1, DUSP1 inh 27, HER2 expr 66K 99, A340 absorber 0.97, PKA inh -7 and Cdc25B inh -9.
`Cc1ccc2c(c1)NCC(C(=O)NC1CCC(C)CC1)O2` (stereo not drawn) gave Hsp90 block -3, Fluor 339 460 1.1, DUSP1 inh 3, JNK3 inh -2, HER2 expr 66K 92, A340 absorber 1, PKA inh 5, ROCK2 blocker 0 and Cdc25B inh -3.
Screening CC1(C)CC(=O)C=C(Nc2ccccc2O)C1 returned Hsp90 block -4, Fluor 339 460 1.1, DUSP1 inh 12, JNK3 inh -8, HER2 expr 66K 147, A340 absorber 1, PKA inh -5, ROCK2 blocker -2 and Cdc25B inh -3.
For Cc1nc(S(=O)(=O)N2CCOCC2)c(C#N)c(C)c1Cl the results were Hsp90 block -1, Fluor 339 460 1.1, DUSP1 inh 11, JNK3 inh 4, HER2 expr 66K 82, A340 absorber 1, PKA inh 7, ROCK2 blocker 4 and Cdc25B inh -4.
`Fc1ccc2[nH]c3c(N4CCN(c5ccccc5)CC4)ncnc3c2c1` gave Hsp90 block -3, Fluor 339 460 1.3, DUSP1 inh 20, JNK3 inh -3, HER2 expr 66K 43, A340 absorber 1.1, PKA inh 1, ROCK2 blocker -23 and Cdc25B inh 15.
`CCC1Oc2ccc(C)cc2N(CC(=O)NCCC2=CCCCC2)C1=O` (stereo not drawn) gave Hsp90 block -1, Fluor 339 460 1.1, DUSP1 inh 7, JNK3 inh -10, HER2 expr 66K 108, A340 absorber 1, PKA inh 2, ROCK2 blocker -4 and Cdc25B inh -18.
`COCC(=O)Nc1nc(-c2ccccc2)ns1` gave Hsp90 block -11, Fluor 339 460 1.1, DUSP1 inh 9, JNK3 inh 4, HER2 expr 66K 52, A340 absorber 0.99, PKA inh -4, ROCK2 blocker 3 and Cdc25B inh -8.
`CCn1c(CSc2nnc(-c3ccoc3C)n2C)nc2cc(S(=O)(=O)N(C)C)ccc21` gave Hsp90 block -2, Fluor 339 460 1.1, DUSP1 inh 6, JNK3 inh 0, HER2 expr 66K 78, A340 absorber 1, PKA inh 0, ROCK2 blocker -1 and Cdc25B inh -4.
`CCOC(=O)c1sc(=NC(=O)c2cc(OC)c(OC)c(OC)c2)n(C)c1C` gave Hsp90 block 0, Fluor 339 460 4.3*, DUSP1 inh 33, JNK3 inh -9, HER2 expr 66K 73, A340 absorber 1.1, PKA inh 2, ROCK2 blocker -4 and Cdc25B inh -4.
CCCCCOC(=O)Cn1c(N2CCOCC2)nc2c1c(=O)[nH]c(=O)n2C was read as Hsp90 block -1, Fluor 339 460 1, DUSP1 inh 7, JNK3 inh 0, HER2 expr 66K 89, A340 absorber 1, PKA inh 4, ROCK2 blocker -8 and Cdc25B inh -5.
For O=S(=O)(c1ccc(Oc2ccc(S(=O)(=O)N3CCOCC3)cc2)cc1)N1CCOCC1 the results were Hsp90 block -3, Fluor 339 460 0.98, DUSP1 inh 4, JNK3 inh 4, HER2 expr 66K 63, A340 absorber 1, PKA inh 4, ROCK2 blocker 5 and Cdc25B inh -9.
CC(=O)Nc1ccc(CN2CCCCCCC2)cc1 was read as Hsp90 block -1, Fluor 339 460 1.1, DUSP1 inh 8, JNK3 inh -4, HER2 expr 66K 100, A340 absorber 1.1, PKA inh -4, ROCK2 blocker 0 and Cdc25B inh -5.
`Cc1cc(C(F)(F)F)c(C#N)c(SCC(=O)NC(C)(C)C)n1` gave Hsp90 block 3, Fluor 339 460 1.2, DUSP1 inh 2, JNK3 inh 0, HER2 expr 66K 89, A340 absorber 1, PKA inh 4, ROCK2 blocker 0 and Cdc25B inh 5.
CC(Nc1cc(=O)n(C)c(=O)[nH]1)c1ccccc1 (stereo not drawn) was read as Hsp90 block 0, Fluor 339 460 1.1, DUSP1 inh 15, JNK3 inh 3, HER2 expr 66K 87, A340 absorber 0.99, PKA inh 4, ROCK2 blocker 5 and Cdc25B inh 4.
Screening Cc1ccc(C)c(NS(=O)(=O)c2c(C)ccc3nsnc23)c1 returned Hsp90 block -2, Fluor 339 460 1.1, DUSP1 inh -11, JNK3 inh -3, HER2 expr 66K 80, A340 absorber 1, PKA inh 7, ROCK2 blocker 5 and Cdc25B inh 0.
c1ccc2c(N3CCCCC3)nc(N3CCCC3)nc2c1 was read as Hsp90 block -2, Fluor 339 460 1.6, DUSP1 inh -8, JNK3 inh -6, HER2 expr 66K 58, A340 absorber 1.1, PKA inh 6, ROCK2 blocker 7 and Cdc25B inh -3.
Screening O=C(CC(=O)c1cc(Cl)ccc1O)c1ccccc1 returned Hsp90 block 0, Fluor 339 460 1.2, DUSP1 inh 3, JNK3 inh 5, HER2 expr 66K 35, A340 absorber 1.1, PKA inh 7, ROCK2 blocker 4 and Cdc25B inh -2.
For Cc1ccc(Cn2c(NCCc3ccccc3)nc3c2c(=O)n(C)c(=O)n3C)cc1 the results were Hsp90 block -1, Fluor 339 460 1, DUSP1 inh 2, JNK3 inh 1, HER2 expr 66K 61, A340 absorber 0.99, PKA inh -1, ROCK2 blocker -1 and Cdc25B inh -9.
CC(C)(C)NC(=O)CN(Cc1cccs1)C(=O)c1csnn1 was read as Hsp90 block 3, Fluor 339 460 1, DUSP1 inh 2, JNK3 inh -3, HER2 expr 66K 93, A340 absorber 0.99, PKA inh -1, ROCK2 blocker -1 and Cdc25B inh 4.
CCOc1ccc(-c2nc(C#N)c(NC3CC3)o2)cc1 was read as Hsp90 block -3, Fluor 339 460 3.8*, DUSP1 inh -11, JNK3 inh 8, HER2 expr 66K 100, A340 absorber 1, PKA inh -2, ROCK2 blocker -5 and Cdc25B inh 2.
Screening CC(C)(C)N=C1SCC(C)(/C=N/O)S1 (stereo not drawn) returned Hsp90 block 4, Fluor 339 460 1.1, DUSP1 inh 21, JNK3 inh -1, HER2 expr 66K 78, A340 absorber 1, PKA inh -3, ROCK2 blocker -6 and Cdc25B inh 13.
O=C(Nc1cccc2c1CCCC2)C1CCN(c2nnnn2-c2ccccc2)CC1 was read as Hsp90 block -1, Fluor 339 460 1.1, DUSP1 inh 11, JNK3 inh -7, HER2 expr 66K 78, A340 absorber 0.98, PKA inh 12, ROCK2 blocker 1 and Cdc25B inh -14.
Screening CCOC(=O)C(C)n1cnc2c(nnn2-c2cccc(Cl)c2)c1=O (stereo not drawn) returned Hsp90 block -3, Fluor 339 460 1.1, DUSP1 inh 7, JNK3 inh 0, HER2 expr 66K 129, A340 absorber 1, PKA inh 5, ROCK2 blocker 4 and Cdc25B inh -4.
`COc1ccc(N(CC(=O)N2CCN(C)CC2)S(=O)(=O)c2ccccc2)cc1OC` gave Hsp90 block -2, Fluor 339 460 1.1, DUSP1 inh 8, JNK3 inh 3, HER2 expr 66K 91, A340 absorber 1, PKA inh 6, ROCK2 blocker 7 and Cdc25B inh -1.
Screening CCCCn1c2c(c(=O)n(C)c1=O)C(CC(=O)OCC(=O)Nc1cccc(C(F)(F)F)c1)C(=O)N2 (stereo not drawn) returned Hsp90 block 2, Fluor 339 460 1.1, DUSP1 inh 36, JNK3 inh -1, HER2 expr 66K 86, A340 absorber 1, PKA inh -5, ROCK2 blocker -4 and Cdc25B inh 10.
`CC1=C(C(=O)OCc2ccccc2)C(c2ccco2)C2=C(CC(C)(C)CC2=O)N1` (stereo not drawn) gave Hsp90 block -3, Fluor 339 460 1.5, DUSP1 inh 6, JNK3 inh -6, HER2 expr 66K 58, A340 absorber 1.1, PKA inh 2, ROCK2 blocker 5 and Cdc25B inh 4.
COc1ccc(C)cc1NC(=O)CN1CCN(c2ccc(F)cc2)CC1 was read as Hsp90 block 2, Fluor 339 460 1.1, DUSP1 inh -21, JNK3 inh -9, HER2 expr 66K 96, A340 absorber 1.1, PKA inh 2, ROCK2 blocker -2 and Cdc25B inh -4.
COC(=O)Cc1[nH]nc2c1C(c1cccc(OC)c1OC)C(C#N)=C(N)O2 (stereo not drawn) was read as Hsp90 block -1, Fluor 339 460 1, DUSP1 inh 1, JNK3 inh -6, HER2 expr 66K 83, A340 absorber 0.98, PKA inh 0, ROCK2 blocker 2 and Cdc25B inh -21.
`CCN(CCNC(=O)c1cccc(N2CCCC2=O)c1)c1ccccc1` gave Hsp90 block 0, Fluor 339 460 1.1, DUSP1 inh -7, JNK3 inh 1, HER2 expr 66K 75, A340 absorber 1, PKA inh 4, ROCK2 blocker 4 and Cdc25B inh 12.
Screening COc1cccc(N(CC(=O)NC(C)(C)C)C(=O)C2CSC(=O)C2)c1 (stereo not drawn) returned Hsp90 block -1, Fluor 339 460 1, DUSP1 inh -14, HER2 expr 66K 144, A340 absorber 0.98, PKA inh 4 and Cdc25B inh 2.
`CN1CCN(S(=O)(=O)c2ccc(-c3ccc(S(=O)(=O)N4CCN(C)CC4)cc3)cc2)CC1` gave Hsp90 block 1, Fluor 339 460 1.1, DUSP1 inh 38, JNK3 inh 3, HER2 expr 66K 97, A340 absorber 1, PKA inh 5, ROCK2 blocker 6 and Cdc25B inh -1.
Cn1c(=O)cc(OCC(=O)NC2CCCCC2)c2ccccc21 was read as Hsp90 block 0, Fluor 339 460 1, DUSP1 inh 1, JNK3 inh 5, HER2 expr 66K 109, A340 absorber 1, PKA inh 0, ROCK2 blocker 4 and Cdc25B inh -8.
CC1(c2ccccc2)NC(=O)N(CC(=O)NC(=O)NC2CCCC2)C1=O (stereo not drawn) was read as Hsp90 block -5, Fluor 339 460 1.1, DUSP1 inh 26, JNK3 inh 4, HER2 expr 66K 79, A340 absorber 1, PKA inh 4, ROCK2 blocker 4 and Cdc25B inh -4.
For CCC(Cc1ccccc1)NC(=O)CN1C(=O)CSc2ncccc21 (stereo not drawn) the results were Hsp90 block 0, Fluor 339 460 1.1, DUSP1 inh 0, JNK3 inh 2, HER2 expr 66K 98, A340 absorber 1, PKA inh -1, ROCK2 blocker -2 and Cdc25B inh 4.
For Cc1cc(O)ccc1NC(=O)c1ccccc1 the results were Hsp90 block 0, Fluor 339 460 1.1, DUSP1 inh 16, JNK3 inh 7, HER2 expr 66K 97, A340 absorber 1.1, PKA inh -9, ROCK2 blocker 0 and Cdc25B inh 3.

At a glance, some entries already given:
Cn1c(=O)cc(OCC(=O)NC2CCCCC2)c2ccccc21 was read as Hsp90 block 0, Fluor 339 460 1, DUSP1 inh 1, JNK3 inh 5, HER2 expr 66K 109, A340 absorber 1, PKA inh 0, ROCK2 blocker 4 and Cdc25B inh -8.
CC1(c2ccccc2)NC(=O)N(CC(=O)NC(=O)NC2CCCC2)C1=O (stereo not drawn) was read as Hsp90 block -5, Fluor 339 460 1.1, DUSP1 inh 26, JNK3 inh 4, HER2 expr 66K 79, A340 absorber 1, PKA inh 4, ROCK2 blocker 4 and Cdc25B inh -4.
For CCC(Cc1ccccc1)NC(=O)CN1C(=O)CSc2ncccc21 (stereo not drawn) the results were Hsp90 block 0, Fluor 339 460 1.1, DUSP1 inh 0, JNK3 inh 2, HER2 expr 66K 98, A340 absorber 1, PKA inh -1, ROCK2 blocker -2 and Cdc25B inh 4.

Screening results (PubChem)
